# Screens (PubChem)
# phage Ecoli inh: E. coli growth loss with phage present | growth absorbance | inhibition, % at 11.9 µM | 360,000 compounds, 0.26% hits | AID 651602; in the data active = inhibition above about 11%
# E coli growth: reduces bacterial viability in AddAB counter-screen | inhibition, % at 11.9 µM | 330,000 compounds, 0.27% hits | E. coli V3065 growth, OD600 absorbance, 18 h;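 active = inhibition above the campaign's mean inhibition across all tested compounds plus 3 SD, cut at about 9.9% in these data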;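 note: uninfected addAB+ strain grown without phage in ampicillin broth; 0% = DMSO wells and 100% = ciprofloxacin 0.95 µg/ml wells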
# OPRM1-OPRD1 inv: mu-delta opioid heterodimer inverse agonism. inhibition, % at 9.3 µM. cell-based MOR-DOR heterodimer luminescence. 340,000 compounds, 0.21% hits. P35372+P41143; in the data active = inhibition above about 22%, passing the limit was not always enough;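 note: 0% = cells with DMSO and 100% = wells without cells with DMSO; values of inactives mirror those of a sister screen read the other way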
# Target sequence (P35372 whole entry, looked up): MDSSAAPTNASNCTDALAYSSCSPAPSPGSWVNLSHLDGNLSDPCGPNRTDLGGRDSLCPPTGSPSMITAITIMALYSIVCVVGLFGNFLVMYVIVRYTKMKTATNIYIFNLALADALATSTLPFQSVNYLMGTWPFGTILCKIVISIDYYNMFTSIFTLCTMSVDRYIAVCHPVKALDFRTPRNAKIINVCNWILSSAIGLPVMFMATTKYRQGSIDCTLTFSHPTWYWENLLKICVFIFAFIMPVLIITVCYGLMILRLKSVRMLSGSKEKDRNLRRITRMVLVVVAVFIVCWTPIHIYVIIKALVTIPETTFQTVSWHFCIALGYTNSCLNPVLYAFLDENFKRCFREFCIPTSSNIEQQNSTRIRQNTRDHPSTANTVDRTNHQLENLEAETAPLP
# Target sequence (P41143 whole entry, looked up): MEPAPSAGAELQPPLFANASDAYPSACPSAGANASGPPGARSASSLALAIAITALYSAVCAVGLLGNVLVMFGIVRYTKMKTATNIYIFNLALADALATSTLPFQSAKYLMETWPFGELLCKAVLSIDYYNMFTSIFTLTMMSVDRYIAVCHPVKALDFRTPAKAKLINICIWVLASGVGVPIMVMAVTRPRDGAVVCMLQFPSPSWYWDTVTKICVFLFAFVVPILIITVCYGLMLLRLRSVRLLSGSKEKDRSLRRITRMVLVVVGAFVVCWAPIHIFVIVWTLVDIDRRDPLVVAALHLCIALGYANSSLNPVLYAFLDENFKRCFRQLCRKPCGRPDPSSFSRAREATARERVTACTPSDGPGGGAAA
# OPRM1-OPRD1 ag: OPRM1-OPRD1 heterodimerization agonism | activation, % at 9.3 µM | P35372+P41143 | AID 504326 | 340,000 compounds, 0.3% hits | cells, luminescence; in the data active = activation above about 18%;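 note: 0% = vehicle-treated cells and 100% = reference agonist; values of inactives mirror those of a sister screen read the other way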
# Tat transport: E. coli Tat transport inhibition | 340,000 compounds, 0.036% hits | AID 488895 | E. coli MC4100 TorA-mCherry Tat export, fluorescence | inhibition, % at 10 µM;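 active = mean replicate inhibition at least 50% and at least half of replicates individually reaching 50%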;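 note: exported cargo escapes ClpAP degradation while cytoplasmic cargo is degraded and loses fluorescence; 0% = median of neutral control wells and 100% = median of NaSCN control wells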
# HTR5A inv ag: inverse agonist of human HTR5A in OPRM1-OPRD1 counter-screen | P47898 | HTR5A cell line, luminescence, inverse agonism | inhibition, % at 9.3 µM | 340,000 compounds, 0.083% hits | AID 504634; in the data active = inhibition mostly above about 23%, no sharp cut-off; inactive = mostly below about 18%;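 note: 0% = cells with DMSO and 100% = no-cell wells with DMSO; some compounds called inactive have numbers as strong as hits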
# Mot1-301 SUMO: SUMOylation pathway inhibition by Mot1-301 growth rescue. 320,000 compounds, 1% hits. S. cerevisiae Mot1-301 growth rescue, ATP luminescence, 38.5C; percent above DMSO median, 100 means doubled. growth rescue, % at 18.8 µM;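 active = every valid replicate shows activation above 250% relative to neutral control wells; inactive = the rest, any valid replicate at or below 250%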;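 note: OY570 slx delta 5 strain wells were the positive control but not used for scaling; some compounds called inactive have numbers as strong as hits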
# AddAB inh: less growth of phage-infected E. coli with AddAB; E. coli expressing H. pylori AddAB, absorbance growth; inhibition, % at 11.9 µM; 330,000 compounds, 0.29% hits; in the data active = inhibition above about 12%;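 note: 0% = vehicle wells of infected cells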
# PfHsp90 yeast 2: growth inhibition of yeast expressing Plasmodium Hsp90. S. cerevisiae expressing PfHsp90, BacTiter-Glo ATP, 48 h; yeast lacking PDR1 and PDR3 efflux regulators. inhibition, % at 9.4 µM. 310,000 compounds, 0.32% hits. AID 504621;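 active = every replicate shows inhibition above about 80%, whatever the replicate mean, limit read from the data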;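 note: 0% = DMSO neutral controls and 100% = 20 µM radicicol positive controls; yeast relying on Plasmodium falciparum Hsp90 in place of its own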
# PKA-R1A act: activators of PKA-R1A complex. AID 504707. PKA-R1A dissociation, Cy5-IP20 fluorescence polarization; scaled: DMSO 0%, 113 µM cGMP 100%. activation, % at 11.4 µM. 340,000 compounds, 0.083% hits;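 active = percent activation above the mean of all tested compounds plus 3 SD, cut at about 19% in these data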;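 note: higher means more PKAc released from R1A so a rise in polarization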
# PKA-R2B act: activates the human PKA-R2B holoenzyme complex | PKA-R2B holoenzyme dissociation, Cy5-IP20 fluorescence polarization; R2B truncated from residue 108, S112A mutant; 0% DMSO only, 100% 113 µM cGMP | P22694+P31323 | activation, % at 11.4 µM | AID 504700 | 340,000 compounds, 0.079% hits;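 active = activation above a cutoff set at the mean over all compounds plus 3 SD, cut at about 18% in these data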;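 note: higher means more holoenzyme dissociation and a rise in polarization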
# The depositor's hits bear a star; . = no result given.
SMILES,phage Ecoli inh,E coli growth,OPRM1-OPRD1 inv,OPRM1-OPRD1 ag,Tat transport,HTR5A inv ag,Mot1-301 SUMO,AddAB inh,PfHsp90 yeast 2,PKA-R1A act,PKA-R2B act
COc1ccc(S(=O)(=O)N2CCC(C(=O)N(CC(C)C)C3CCS(=O)(=O)C3)CC2)cc1OC (centres undefined),3.4,-0.1,9,-1.3,-4,1,7,3.5,.,13,-1
S=c1[nH]nc(-c2ccco2)n1/N=C/c1c(Cl)cccc1Cl,3.0,-0.5,8,-1.5,1,12,5,-2.2,-10,-12,-8
O=C(C1CCC1)N1CCN(c2ccccc2)CC1,-0.7,0.9,11,-2.3,5,6,6,0.8,15,9,-3
Cn1c(=O)c2c(nc(N3CCN(Cc4ccccc4)CC3)n2CC(=O)c2ccccc2)n(C)c1=O,1.5,-2.2,19,-3.6,-12,-16,-6,1.3,-19,-6,-17
CCN(CCNC(=O)C1CCN(Cc2nc(-c3cccc(Cl)c3)oc2C)CC1)c1ccccc1,2.0,1.3,-51,10,5,-7,-28,-1.2,14,0,-3
CC(C)[C@H](NC(=O)c1ccccc1)C(=O)Nc1ccc2c(c1)OCO2,1.3,-1.1,4,-0.9,5,-8,.,1.3,8,-3,0
CCOc1ccc(-n2c(O)c(/C=N/c3ccnn3Cc3ccncc3)c3ccccc3c2=O)cc1,-0.9,-0.2,11,-2.3,-1,3,3,-0.9,-2,-10,-2
O=c1[nH]cnc2ccc([N+](=O)[O-])cc12,1.6,3.0,0,-0.1,0,0,397*,2.2,-17,0,-2
O=C1NC(=O)C2(N1)c1ccccc1-c1ccccc12,1.5,.,10,-2.1,-8,-11,.,.,-12,-14,2
CCc1ccc2c(COC(=O)C3CC(=O)N(CCc4ccccc4)C3)cc(=O)oc2c1 (centres undefined),1.5,.,-5,0.8,63*,-5,.,.,.,-4,-3
N#Cc1cn(Cc2ccco2)c(=O)[nH]c1=O,0.9,.,14,-2.8,-8,2,.,.,3,0,13
CCOC(=O)c1cnn(-c2ccccc2)c1-c1ccccc1,3.5,-0.8,-6,1.0,-1,-2,.,0.2,5,2,-9
Cn1cc(CCNC(=O)CC2C(=O)NCCN2CC(c2ccccc2)c2ccccc2)cn1 (centres undefined),0.0,-0.6,6,-1.2,5,23,-4,-0.6,0,3,-2
Cc1c(NC(=O)/C(C#N)=C/C2CC=CCC2)c(=O)n(-c2ccccc2)n1C (centres undefined),1.9,-2.6,19,-3.6,4,5,.,3.3,43,10,-5
CCC(C)(C)n1nnnc1C(c1ccc(F)cc1)N1CCN(C(=O)c2ccco2)CC1 (centres undefined),2.7,-0.8,16,-2.6,-1,4,-6,3.7,1,2,2

# A few values from the entries so far.
# `O=c1[nH]cnc2ccc([N+](=O)[O-])cc12` @ phage Ecoli inh = 1.6
# `Cn1cc(CCNC(=O)CC2C(=O)NCCN2CC(c2ccccc2)c2ccccc2)cn1` (centres undefined) @ OPRM1-OPRD1 ag = -1.2

# Continued.
SMILES,phage Ecoli inh,E coli growth,OPRM1-OPRD1 inv,OPRM1-OPRD1 ag,Tat transport,HTR5A inv ag,Mot1-301 SUMO,AddAB inh,PfHsp90 yeast 2,PKA-R1A act,PKA-R2B act
O=C(OC(c1ccc(NS(=O)(=O)c2ccccc2)cc1)(C(F)(F)F)C(F)(F)F)c1ccccc1,3.2,1.9,-48,9.0,11,12,-1,3.5,-21,12,3
COc1ccc(-c2n[nH]c3c2C(c2ccc(OC)c(OC)c2)N(c2ccccc2)C3=O)cc1 (centres undefined),0.8,-2.9,11,-2.2,2,-6,-2,3.1,-33,-4,-15
O=C(c1ccccc1)N1CC(COc2ccccc2)OC(c2ccco2)O1 (centres undefined),4.3,0.0,4,-0.9,1,-4,9,4.3,-15,-9,6
NS(=O)(=O)c1ccc(NC(=S)NC2CCCC2)cc1,2.2,0.6,-2,0.3,-2,23,-11,-0.5,-15,-2,-12
Cc1cccc(NC(=O)CSc2nsc(SCC(=O)Nc3cccc(C)c3)c2C#N)c1,-0.3,-1.7,0,-0.1,0,0,-5,0.0,-5,0,5
Cc1ccc(NC(=O)Cc2ccc(-n3cccc3)cc2)c(C)c1,0.3,3.4,-3,0.6,3,-34,12,3.5,9,-17,0
COc1ccc(Oc2ccc(/C=C/C(=O)c3ccc(O)cc3)cc2[N+](=O)[O-])cc1,2.0,0.7,-11,2.1,4,0,22,3.7,-17,5,5
CCOc1ccccc1C(=O)OCC(=O)Nc1ncc(C(F)(F)F)cc1Cl,1.4,1.8,11,-2.4,-11,-5,-6,1.7,.,7,-7
CNc1cc(=O)n(C)c(=O)n1-c1ccccc1,5.6,-2.3,17,-3.3,-9,-10,-11,3.6,0,-3,3
COc1ccc(-c2csc(N(CCCN(C)C)C(=O)c3ccc(C(C)(C)C)cc3)n2)cc1,0.2,-2.1,-34,6.6,4,-6,-13,-0.2,14,1,-7
Cc1ccc(/C=C/C(=O)Nc2ccc([N+](=O)[O-])c(NC(=O)/C=C/c3ccc(C)o3)c2)o1,0.4,-5.1,-13,2.2,7,-27,9,-0.8,10,-3,-3
COc1ccc(N(C(=O)CNC(=O)c2ccco2)C(C(=O)NC2CCCC2)c2ccco2)cc1 (centres undefined),3.1,2.3,7,-1.0,0,3,-6,3.3,-10,0,9
Cc1noc(C)c1COC(=O)c1ccc2c(c1)S(=O)(=O)c1ccccc1C2=O,2.2,-1.3,-39,7.1,-3,-34,6,-0.2,5,-2,6
Cc1ccc(N(C(=O)c2snc(C(N)=O)c2N)C(CC(C)C)C(=O)NC2CCCC2)cc1 (centres undefined),0.3,0.3,10,-1.9,9,3,4,2.8,6,1,-3
Cc1cccc(C(=O)N[C@H](C(=O)OCC(=O)NC(=O)c2cccn2C)C(C)C)c1,2.4,1.3,3,-0.4,-8,-8,.,1.1,25,0,3
C=CCn1c(SCC(=O)Nc2nnc(C)s2)nnc1-c1cccnc1,4.1,3.1,-4,0.7,-3,-2,-8,2.3,3,-8,2
Cc1ccccc1Cn1c(=O)n(C)c(=O)c2sccc21,1.9,-0.2,10,-2.1,-7,2,-11,1.9,-12,-8,2
COc1ccc(NC(=O)CN2C(=O)C(C)SC(C)C2=O)cc1 (centres undefined),2.4,1.0,5,-0.8,4,17,-2,1.3,3,-7,-10
C/C(CC(=O)Nc1ccc([N+](=O)[O-])cc1)=N/NC(=O)C1CC12CCC2 (centres undefined),4.6,2.2,13,-2.4,-1,-19,-25,4.6,15,-9,-19
CC(NC(=O)C(Cc1ccccc1)N1C(=O)C2C3CCC(C3)C2C1=O)c1ccccc1 (centres undefined),-0.8,-1.6,2,-0.5,19,19,.,2.8,3,3,-2
O=C(COC(=O)c1cccs1)NC1CCCCC1,0.6,-0.9,2,-0.3,10,-10,111,0.0,-102,-17,-6
COc1ccc2nc(NC(=O)C3CCCN(S(=O)(=O)c4cccc5nsnc45)C3)sc2c1 (centres undefined),2.9,-1.3,5,-0.9,3,-28,5,-0.1,9,-7,-3
COc1ccc([N+](=O)[O-])cc1N(CC(=O)NC1CCCCC1)S(C)(=O)=O,3.0,-2.0,23,-4.9,-2,4,-2,1.4,-24,4,-4
O=C(COC(=O)c1ccc(O)cc1O)N=c1sccn1Cc1ccccc1Cl,-0.1,2.3,-11,1.6,2,-12,247,3.6,-23,-5,2
Cc1ccc(-n2c(C)cc3c2CC(C)(C)CC3=O)cc1C,2.4,1.8,6,-1.4,1,-5,-14,-1.1,0,-14,-2
Cc1cc(NC(=O)C2CC2)ncc1NC(=O)c1ccccn1,3.9,1.5,13,-2.9,-2,-23,-11,3.2,9,0,1
COc1ccc(CCN=CC2=C(O)CCCC2=O)cc1OC,3.7,0.9,8,-1.5,5,-2,-13,1.4,-13,1,-5
COc1ccc(N2CCN(c3ccc(N4C(=O)CC(C)C4=O)cc3[N+](=O)[O-])CC2)cc1 (centres undefined),1.9,0.8,7,-1.3,-10,-7,104,-0.1,13,-6,-1
CCc1cc2c(SCC(=O)c3ccc(Cl)s3)ncnc2s1,2.3,1.0,-2,0.5,0,11,5,3.7,-24,1,-1
COC(CNC(=O)c1ccc(CS(=O)(=O)c2ccccc2)o1)OC,0.2,-3.0,9,-1.9,5,-11,2,-0.2,-4,-10,-13
CCCc1nn2c(=O)cc(CSCC(=O)Nc3cccc(C)c3)nc2s1,1.1,1.5,16,-3.2,2,6,-15,1.3,-19,-10,7
CCSc1nnc(NC(=O)[C@@H](NC(=O)c2ccccc2)C(C)C)s1,1.5,2.2,-4,0.8,-7,6,-12,3.0,-21,-10,-4
C/C(=N\NC(=O)c1cc(C(C)(C)C)[nH]n1)C12CC3CC(CC(C3)C1)C2,2.2,3.4,3,-0.6,-4,-1,46,2.3,3,-9,-8
CC(OC(=O)c1cc(S(=O)(=O)N(C)c2ccccc2)ccc1Cl)C(=O)Nc1ccc2c(c1)OCCO2 (centres undefined),2.4,-1.7,5,-1.0,3,-5,12,-1.4,1,4,-4
Cc1nn(CC(=O)N(C)c2c(N)n(Cc3ccccc3)c(=O)[nH]c2=O)c(C)c1[N+](=O)[O-],-0.4,-2.5,12,-3.0,7,-1,20,-0.9,22,6,-10
Cc1ccc(CNC(=O)/C=C/c2ccc(S(=O)(=O)N3CCOCC3)cc2)cc1,2.8,0.8,15,-3.2,-8,-24,8,2.8,35,-1,-5
CC(C)N(C)S(=O)(=O)c1ccc(Cl)c(C(=O)O)c1,2.0,2.4,8,-1.6,2,31,-4,1.0,15,-1,5
Cc1cccc(NC(=O)CCCn2c(=S)[nH]c3ccccc3c2=O)c1,-1.1,0.0,6,-1.1,-4,8,-13,4.8,.,-7,3

# Rewritten as tab-separated lines: entries from further up
compound	phage Ecoli inh	E coli growth	OPRM1-OPRD1 inv	OPRM1-OPRD1 ag	Tat transport	HTR5A inv ag	Mot1-301 SUMO	AddAB inh	PfHsp90 yeast 2	PKA-R1A act	PKA-R2B act
CCOC(=O)c1cnn(-c2ccccc2)c1-c1ccccc1	3.5	-0.8	-6	1.0	-1	-2	.	0.2	5	2	-9
Cn1cc(CCNC(=O)CC2C(=O)NCCN2CC(c2ccccc2)c2ccccc2)cn1 (centres undefined)	0.0	-0.6	6	-1.2	5	23	-4	-0.6	0	3	-2
Cc1c(NC(=O)/C(C#N)=C/C2CC=CCC2)c(=O)n(-c2ccccc2)n1C (centres undefined)	1.9	-2.6	19	-3.6	4	5	.	3.3	43	10	-5
